Screening results: PubChem BioAssay, several laboratories
PMI act hi M6P: human PMI activators, high substrate, primary screen, biochemical, fluorescence intensity, near-saturating mannose 6-phosphate; AID 1216, 2008; activation factor at 20 µM; 190,000 compounds, 0.34% hits; coupled PMI enzyme assay, resazurin fluorescence, 20 min; hits give high values; 1 = untreated enzyme, 0 = substrate-free blank;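 active = activation factor of 2 or more at 20 µM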
Target sequence (P34949 whole entry, looked up): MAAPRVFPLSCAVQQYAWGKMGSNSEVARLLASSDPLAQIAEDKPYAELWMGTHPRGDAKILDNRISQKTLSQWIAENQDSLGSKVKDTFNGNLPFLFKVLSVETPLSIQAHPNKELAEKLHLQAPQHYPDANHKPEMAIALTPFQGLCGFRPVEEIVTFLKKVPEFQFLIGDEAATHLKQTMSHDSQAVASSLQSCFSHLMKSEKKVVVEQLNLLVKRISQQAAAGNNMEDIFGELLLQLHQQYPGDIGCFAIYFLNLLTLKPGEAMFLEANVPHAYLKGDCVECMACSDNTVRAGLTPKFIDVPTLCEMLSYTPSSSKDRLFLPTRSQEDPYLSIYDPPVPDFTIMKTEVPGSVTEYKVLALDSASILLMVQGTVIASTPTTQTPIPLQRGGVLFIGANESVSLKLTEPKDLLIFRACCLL
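Test system: Human PMI in coupled enzyme assay | Input: 15 ng/mL PMI | Medium: HEPES-buffered pH 7.4 with magnesium and detergent | Compound: One concentration, 20 µM, in 1% DMSO | Incubation: Enzyme reaction with compound 20 min at room temperature | Detection: Diaphorase-driven resazurin-to-resorufin fluorescence, excitation 544, emission 590 nm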
FLuc inh counter: firefly luciferase enzyme inhibitors, primary screen, artefact control for luciferase-based inhibitor screens, biochemical, luminescence, ATPLite; 10 min; AID 1006, 2008; 200,000 compounds, 1.5% hits; inhibition, % at 10 µM; Luciferin 4-monooxygenase (Photinus pyralis), P08659;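 active = inhibition above about 50% when tested at 10 µM, limit read from the data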
TNAP inh hiacc: human TNAP enzyme inhibitors, primary screen, biochemical, luminescent, high phosphate acceptor level, uHTS; Alkaline phosphatase, tissue-nonspecific isozyme (Homo sapiens), P05186; purified TNAP, CDP-star luminescence, 1 M DEA; inhibition, % at 20 µM; 200,000 compounds, 0.03% hits;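 active = over 50% inhibition of tissue-nonspecific alkaline phosphatase at 20 µM in the single-dose screen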;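 also: plate controls were DMSO wells for no effect and EDTA-quenched wells as full inhibition for full effect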
Target sequence (P05186 whole entry, looked up): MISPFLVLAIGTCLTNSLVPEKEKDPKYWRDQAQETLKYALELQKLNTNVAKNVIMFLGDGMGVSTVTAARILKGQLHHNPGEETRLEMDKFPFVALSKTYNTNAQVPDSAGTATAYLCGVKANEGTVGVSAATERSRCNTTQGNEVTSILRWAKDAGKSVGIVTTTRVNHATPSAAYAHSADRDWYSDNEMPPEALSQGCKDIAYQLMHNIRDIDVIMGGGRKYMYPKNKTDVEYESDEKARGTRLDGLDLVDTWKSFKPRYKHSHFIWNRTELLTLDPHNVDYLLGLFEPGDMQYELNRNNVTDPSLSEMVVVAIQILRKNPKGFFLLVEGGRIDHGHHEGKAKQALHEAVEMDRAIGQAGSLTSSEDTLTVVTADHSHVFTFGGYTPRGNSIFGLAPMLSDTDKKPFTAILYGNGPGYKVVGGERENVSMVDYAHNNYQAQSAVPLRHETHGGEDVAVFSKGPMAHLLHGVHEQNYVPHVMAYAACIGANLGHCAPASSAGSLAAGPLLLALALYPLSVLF
TNAP act hi DEA: TNAP activators at high phosphate acceptor level, primary screen, biochemical, luminescence, uHTS; Alkaline phosphatase, tissue-nonspecific isozyme (Homo sapiens), P05186; purified TNAP, CDP-star luminescence, 1 M DEA, 30 min; hits give high values; 0 = EDTA background, 1 = DMSO-only activity; activation factor at 20 µM; 200,000 tested, under 10 active;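 active = activation factor at least 2 at 20 µM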
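Control set: EDTA negative control, DMSO positive control / Assay system: human TNAP / Quantity: TNAP 1/800 final / Evaluation: TNAP activation factor scaled between EDTA and DMSO control wells / Measured by: luminescent substrate turnover signal / Compound dosing: one dose, 20 µM / Times: 30 min enzyme reaction at room temperature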
bIAP activator: bovine intestinal alkaline phosphatase activators, primary screen, biochemical, bovine IAP, CDP-star luminescence | alkaline phosphatase, intestinal [Bos taurus] | purified bovine IAP, 30 min; hits give high values; fold of DMSO-control signal, blank-subtracted | activation factor at 20 µM | 200,000 compounds, 0.17% hits;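 active = activation factor of 2 or more at 20 µM, a signal rise over negative controls twice the positive control's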
APP 5'UTR act: activators of APP 5'UTR luciferase reporter, primary screen, SH-SY5Y cells; activation, % at 2 µM; 190,000 compounds, 1% hits; SH-SY5Y APP 5'UTR luciferase reporter, luminescence; zero percent = DMSO vehicle wells; AID 1276, 2008;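 active = activation above a set limit, based on mean plus 3 SD of controls, cut at about 140% in these data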; also: values of inactives mirror those of a sister screen read the other way
PMI activator: activators of human PMI, primary screen, biochemical, fluorescence intensity, near-Km mannose 6-phosphate | activation factor at 20 µM | 190,000 compounds, 0.005% hits | purified human PMI, coupled resazurin fluorescence, 20 min; hits give high values; 1 = vehicle control, 0 substrate-free wells | Mannose-6-phosphate isomerase (Homo sapiens), P34949;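 active = activation factor of 2 or more at 20 µM, relative to plate controls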
TNAP inh no acc: human TNAP enzyme inhibitors, primary screen, biochemical, luminescent, no phosphate acceptor, uHTS; inhibition, % at 20 µM; purified TNAP, CDP-star luminescence, 30 min; Alkaline phosphatase, tissue-nonspecific isozyme (Homo sapiens), P05186; 200,000 compounds, 0.26% hits;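 active = tissue-nonspecific alkaline phosphatase inhibition above about 50% at 20 µM in the single-dose screen, limit read from the data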;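 also: 0% = DMSO negative control and 100% = EDTA positive control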
NF-kB neuron act: activators of NF-kB expression in neurons, primary screen, cell-based, HTS. human neuronal cells, NF-kB reporter expression; hits give high values. fold change at 12.5 µM. 190,000 compounds, 1.6% hits. AID 1239, 2008; in the data active = fold change above about 3.3
FLuc act counter: FLuc activators, initial screening, artefact control for FLuc-dependent activation tests, biochemical, ATPlite luminescence; Luciferin 4-monooxygenase (Photinus pyralis), P08659; ATPlite luciferase biochemical, 10 min; 0 = ATP-free wells, 1 = DMSO control; activation factor at 10 µM; 200,000 tested, under 10 active;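 active = luciferase activation factor, scaled between plate controls, of at least 2 with compound at 10 µM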
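System: Luciferase/luciferin detection reagent, cell-free biochemical luciferase assay | Medium: PBS buffer for ATP | Dosing: Test compounds dosed from 2 mM stocks in 100% DMSO | Timing: 10 min at ambient temperature | Signal: Luminescence measurement of luciferase light output | Evaluation: Luciferase activation, seen as luminescence increase over controls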
* = called active by the depositor; x = not tested or not shown.

Sequence of screens – PMI act hi M6P, FLuc inh counter, TNAP inh hiacc, TNAP act hi DEA, bIAP activator, APP 5'UTR act, PMI activator, TNAP inh no acc, NF-kB neuron act, FLuc act counter
> CCO/C=C/C(O)(CNC(=O)c1ccc(C(C)(C)C)cc1)C(F)(F)F (stereo not given)
    0.9, 0.3, -0.5, 1, 0.9, 18.1, 0.8, -7.0, 1.08, 1
> c1ccc(-n2ncc3c(N4CCCC4)ncnc32)cc1
    1, 73.9*, -4.6, 1, 0.6, 160.5*, 1, -10.6, 5.1*, 0.3
> CC(Sc1ccccc1)C(=O)Nc1ccccc1C(=O)N1CCOCC1 (stereo not given)
    0.9, -2.7, 1.9, 1, 1.1, 4.4, 0.9, -5.5, 1.18, 1
> O=C(CCC1CCCN(C(=O)C2=CCCCC2)C1)N1CCN(c2ccccn2)CC1 (stereo not given)
    0.9, -1.9, -5.0, 1.1, 1.1, 0.6, 0.9, -6.9, 1.06, 1
> CCOC(=O)c1c(NC(=O)CSc2n[nH]c(-c3ccco3)n2)sc(C)c1C
    0.9, -7.6, 0.4, 1, 1.1, 0.9, 0.8, 14.5, 0.96, 1.1
> O=C(O)c1ccc(Br)cn1
    1.2, -5.7, -2.8, 1, 0.9, 20.8, 1.1, -13.7, 1.26, 1.1
> COC(=O)c1ccc(C2C3=C(Nc4nnnn42)c2ccccc2OC3)cc1 (stereo not given)
    1.2, 5.2, -4.0, 1, 1, 26.1, 1.2, -11.1, 1.19, 0.9
> CC(=O)NC1(c2ccc(F)cc2)CCN(C(=O)c2c(F)cccc2F)CC1
    1, -0.8, 3.3, 1, 1, 7.8, 1, -5.4, 1.63, 1
> COc1ccc(N/N=C(\C#N)C(=N)SCc2ccccc2)cc1
    0.8, 7.3, 6.7, 0.9, 0.9, -13.9, 0.8, 31.3, 1.3, 0.9
> O=C(CSc1nnc(-c2cccnc2)n1Cc1ccco1)c1ccc(Cl)cc1
    1, -4.7, -7.2, 1.1, 0.9, 2.1, 1.1, -2.3, 0.9, 1
> CC(C)n1nnnc1-c1cc(Cl)cc(Cl)c1
    0.9, -6.2, -4.8, 1, 1, 9.8, 0.9, -9.8, 1.29, 1.1
> COc1cc(/C=N/NC(=O)c2ccc3ccccc3c2)ccc1Oc1ccc([N+](=O)[O-])cn1
    1, -7.2, -3.5, 1, 0.8, -38.9, 0.9, -2.1, 0.46, 1.1
> O=[N+]([O-])c1ccc(OS(=O)(=O)Cc2ccccc2)cc1
    0.9, -0.6, 1.5, 1, 0.7, 27.9, 1.1, -5.5, 1, 1
> NC(N)=N/N=C/c1ccc(OCc2ccc(Cl)cc2Cl)cc1
    1.2, -4.0, -6.1, 1.1, 0.9, 8.5, 1.1, -10.3, 2.17, 1
> COC(=O)c1ccn(C(=O)c2ccc(Cl)cc2)n1
    1, -1.2, 2.0, 1, 1, 12.7, 1, 6.5, 0.92, 1
> COc1cc(C(=O)O)ccc1OCC(=O)N1CCOCC1
    1, -0.9, -3.6, 1, 1, 4.8, 1, -10.0, 1.1, 1
> CC(C)C1C(=O)NC(=S)N1S(=O)(=O)c1ccc(C(C)(C)C)cc1 (stereo not given)
    1, -6.6, -10.1, 1.1, 0.9, -11.8, 1, -12.7, 1.08, 1.1
> Cc1occc1C(=O)Nc1sc2c(c1C(N)=O)CCC(C(C)(C)C)C2 (stereo not given)
    0.9, 6.6, -7.8, 1.1, 1.1, -2.0, 0.9, -7.7, 0.81, 0.9
> CCOC(=O)c1ccc(NC(=O)N2CCN(c3cccc(OC)c3)CC2)cc1
    0.9, -2.3, -5.1, 1.1, 1, -12.6, 0.9, -6.8, 1.24, 1
> Cc1cc(C)c(S(C)(=O)=O)c(S(=O)c2ccc(Cl)cc2)n1 (stereo not given)
    1.1, -1.0, -1.5, 1, 1, 17.4, 1, -7.8, 1.09, 1
> COc1ccc(-c2[nH]ncc2[C@@H]2C[C@H]3CN(Cc4ccccc4C)C(=O)[C@]34CCCN24)cc1
    x, -1.3, -4.0, 1, 1.2, -6.8, x, -6.3, 0.75, 1
> O=C(c1cc2cc([N+](=O)[O-])ccc2oc1=O)N1CCOCC1
    x, -4.8, 17.4, 0.8, 0.9, 16.6, x, 13.1, 1.75, 1
> O=S(=O)(N/N=C/c1ccc(N2CCOCC2)cc1)c1ccccc1
    1.1, -4.1, -3.7, 1, 1.3, -20.3, 1.1, -10.7, 1.22, 1
> CCn1c(CNc2ccc(F)cc2)nnc1SCC(=O)Nc1ccc(OC)cc1
    1, -6.4, -6.1, 1.1, 0.7, -7.0, 1.1, -16.4, 1.17, 1.1
> CSc1nc2ccccc2c(=O)n1N
    0.9, -12.6, -1.4, 1, 0.8, -1.2, 0.9, -5.0, 1.1, 1.1
> COc1ccc(CN2CCCC(C(=O)N3CCCC3)C2)cc1 (stereo not given)
    1.1, -2.1, 1.4, 1, 0.9, -3.9, 1, -4.5, 1.08, 1
> Cc1ccc(S(=O)(=O)N(C)C)cc1NC(=S)N1CCCCC1CO (stereo not given)
    1.1, -10.6, -4.6, 1, 1.2, -14.5, 1.2, -0.2, 0.96, 1.1
> COc1cc(/C=N/NC(=O)CCn2c3ccccc3c3ccccc32)cc(OC)c1OC
    0.9, -2.3, -5.0, 1.1, 0.7, 9.4, 0.9, -9.5, 1.19, 1
> O=C(N/N=C/c1ccncc1)c1ccc(NC(=O)c2cccc(Cl)c2)cc1
    1.2, -6.2, -2.2, 1, 0.9, -5.1, 1.2, -11.9, 1.06, 1.1
> CCOC(=O)CCCNC(=O)CCNC(=O)c1ccc(OCC)cc1
    1, -0.7, 1.1, 1, 0.9, 11.8, 1, -4.3, 0.91, 1
> Cc1cc(C(F)(F)F)nn2cnnc12
    1, -6.5, -6.4, 1.1, 1, 1.2, 1, -17.2, 1.23, 1.1
> CC(C)(CNC(=O)c1ccc(Cl)c(S(=O)(=O)N2CCc3ccccc3C2)c1)N1CCOCC1
    0.9, -7.0, -4.9, 1, 1.1, 8.5, 1, -14.2, 0.62, 1.1
> COc1ccc(CCNC(=O)NC23CC4CC(CC(C4)C2)C3)cc1
    1, -2.8, -1.9, 1, 0.6, 3.1, 0.9, -6.4, 1.45, 1
> O=C(c1cccc(F)c1)N1CCN(c2ccc([N+](=O)[O-])c3cccnc23)CC1
    0.4, -7.7, 5.8, 0.9, 0.8, 14.9, 0.8, 3.4, 0.88, 1.1
> COc1cccc2c1C(=O)C=C(C)C2=O
    0.5, -4.2, 2.6, 1, 1.2, -12.6, 1, -15.9, 0.84, 1
> c1ccc(-c2[nH]ncc2-c2nc3ccccc3[nH]2)cc1
    1, -8.5, -8.2, 1.1, 1.3, -1.2, 0.9, -12.6, 1.02, 1.1
> CCCCOCC(O)CN1CCN(C(C)=O)CC1 (stereo not given)
    1, -3.5, -0.2, 1, 1, -13.7, 0.9, -8.4, 1.11, 1
> O=C(NCc1cccs1)c1cnc(Cl)c(Cl)c1
    1.2, -7.2, -9.3, 1.1, 1, 4.6, 1.2, -1.3, 1.31, 1.1
> Cc1cccc(Oc2nc3ccccn3c(=O)c2/C=C(\C#N)C(=O)NC2CCS(=O)(=O)C2)c1 (stereo not given)
    1, -4.5, 3.9, 1, 1, 0.4, 1, -11.3, 1.78, 1
> COc1ccccc1NC(=O)CSc1nnc(C2CCCCC2)n1C
    0.9, 2.1, -2.1, 1, 1, 1.3, 0.9, -6.5, 1.18, 1
> O=S(=O)(Nc1ccc(S(=O)(=O)Nc2nccs2)cc1)c1ccc2c(c1)OCCO2
    1, -3.1, -0.6, 1, 0.7, -22.7, 1, -2.1, 1.04, 1
> Cc1ccc(-n2ccnc2SCC(=O)N(CC(C)C)C2CCS(=O)(=O)C2)c(C)c1 (stereo not given)
    1, -1.2, -3.9, 1, 1.1, 2.1, 1, -8.9, 0.98, 1
> CN(C)S(=O)(=O)c1cccc(C(=O)NCCc2ccccc2)c1
    0.9, 27.6, -2.4, 1, 0.9, 156.1*, 1, -10.4, 2.53, 0.7
> C=CCNC(=O)c1c2c(nc3ccccc13)-c1ccccc1CC2
    1, 3.1, -4.0, 1, 0.9, -5.1, 0.9, -8.1, 0.82, 1
> CCCNC(=O)/C=C/c1ccc(S(=O)(=O)Nc2ccccc2OC)cc1
    1, -1.8, -0.2, 1, 0.9, -2.6, 1.1, -12.2, 1.26, 1

Shown as a hit in APP 5'UTR act (from the list above):
SMILES	PMI act hi M6P	TNAP inh hiacc	TNAP act hi DEA	bIAP activator	APP 5'UTR act	PMI activator	TNAP inh no acc	NF-kB neuron act
c1ccc(-n2ncc3c(N4CCCC4)ncnc32)cc1	1	-4.6	1	0.6	160.5*	1	-10.6	5.1*
CN(C)S(=O)(=O)c1cccc(C(=O)NCCc2ccccc2)c1	0.9	-2.4	1	0.9	156.1*	1	-10.4	2.53

In another format: entries from further up
Cc1cc(C(F)(F)F)nn2cnnc12
  PMI act hi M6P: 1 | FLuc inh counter: -6.5 | TNAP inh hiacc: -6.4 | TNAP act hi DEA: 1.1 | bIAP activator: 1 | APP 5'UTR act: 1.2 | PMI activator: 1 | TNAP inh no acc: -17.2 | NF-kB neuron act: 1.23 | FLuc act counter: 1.1
C=CCNC(=O)c1c2c(nc3ccccc13)-c1ccccc1CC2
  PMI act hi M6P: 1 | FLuc inh counter: 3.1 | TNAP inh hiacc: -4.0 | TNAP act hi DEA: 1 | bIAP activator: 0.9 | APP 5'UTR act: -5.1 | PMI activator: 0.9 | TNAP inh no acc: -8.1 | NF-kB neuron act: 0.82 | FLuc act counter: 1
